STEP block: STEP phosphatase inhibitors, primary screen, biochemical, fluorescence intensity, uHTS | Tyrosine-protein phosphatase non-receptor type 5 (Homo sapiens), P54829 | inhibition, % at 20 µM | AID 588621, 2011 | recombinant STEP, OMFP fluorogenic substrate | actives 0.25% (n = 360,000);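 active = inhibition at 20 µM, scaled per plate between control wells, above about 37%, limit read from the data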;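 also: 0% = DMSO with enzyme and substrate and 100% = substrate only without enzyme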
Target sequence (P54829 whole entry, looked up): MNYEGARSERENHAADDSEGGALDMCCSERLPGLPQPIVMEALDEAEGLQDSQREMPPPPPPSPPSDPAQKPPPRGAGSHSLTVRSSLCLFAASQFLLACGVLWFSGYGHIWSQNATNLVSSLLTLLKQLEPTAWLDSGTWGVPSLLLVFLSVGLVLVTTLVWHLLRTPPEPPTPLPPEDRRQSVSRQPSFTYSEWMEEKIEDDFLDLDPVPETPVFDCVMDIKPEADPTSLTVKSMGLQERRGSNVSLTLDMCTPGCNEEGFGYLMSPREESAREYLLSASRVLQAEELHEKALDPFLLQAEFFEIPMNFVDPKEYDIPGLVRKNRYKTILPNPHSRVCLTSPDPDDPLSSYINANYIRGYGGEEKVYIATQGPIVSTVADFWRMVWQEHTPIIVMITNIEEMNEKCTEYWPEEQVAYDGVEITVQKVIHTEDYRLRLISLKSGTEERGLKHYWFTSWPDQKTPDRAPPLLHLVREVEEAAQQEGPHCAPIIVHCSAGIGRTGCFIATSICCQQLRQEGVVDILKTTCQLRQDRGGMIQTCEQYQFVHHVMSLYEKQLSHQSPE
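Measure: Control-normalized % inhibition with plate pattern correction | Test system: STEP phosphatase, cell-free reaction | Medium: pH 6.0 Bis-Tris with DTT and Tween 20 | Technique: Fluorescence, 480/540 nm | Times: Reaction 20 min, ambient temperature | Doses: Single compound dose of 20 µM, 1% DMSO final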
CSN inh: inhibitors of CSN-mediated cullin deneddylation, primary screen, biochemical, fluorescence polarization, uHTS; AID 651999, 2013; actives 0.38% (n = 360,000); inhibition, % at 12.5 µM; Purified CSN, SCF-Nedd8-OG deneddylation; COP9 signalosome complex subunit 5 (Homo sapiens), Q92905;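 active = pattern-corrected inhibition above about 35%, with an unprinted fluorescence ratio check between 0.5 and 1.5, limit read from the data, passing the limit was not always enough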;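 also: 0% = enzyme with substrate and 100% = substrate without enzyme; some results filed as inactive read as strong as hits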
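Assay system: purified human Csn5 enzyme expressed in HEK293T cells; measure: % inhibition; also added: SCFSkp2-Nedd8OG substrate at 10 nM final; technique: fluorescence polarization; times: reaction 90 min, room temperature; medium: Tris buffer pH 7.5, NaCl, DTT, Tween-20, trehalose, ovalbumin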
Neddyl block: inhibitors of cullin neddylation, primary screen, biochemical, TR-FRET, uHTS, NAE and Ubc12; NEDD8-conjugating enzyme Ubc12 (Homo sapiens) + NEDD8-activating enzyme E1 regulatory …; actives 0.58% (n = 360,000); AID 651699, 2012; calls only at 25 µM; in the data active = inhibition above about 36%
LMPTP inh: LMPTP phosphatase inhibitors, primary screen, biochemical, fluorescence intensity, uHTS. Low molecular weight phosphotyrosine protein phosphatase (Homo sapiens), P24666. recombinant LMPTP-A, OMFP fluorogenic substrate. inhibition, % at 20 µM. actives 0.22% (n = 360,000). AID 651560, 2012;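 active = compounds that cut the enzyme signal by at least half of the control window in the single-dose screen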;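 also: plate controls were DMSO wells with enzyme plus substrate for no effect and substrate without enzyme for full effect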
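Assay system: LMPTP-A enzyme. Input: 0.625 nM LMPTP-A final. Probe or stimulus: 400 µM OMFP. Compound dosing: single 20 µM dose. Schedule: 50 min dark incubation at room temperature. Detection: fluorescence intensity of OMFP turnover product. Read-out: percent inhibition versus substrate-only and uninhibited controls. Benchmarks: no-enzyme low control, uninhibited high control.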
Scp-1 inhibitor: Scp-1 phosphatase inhibitors, primary screen, biochemical, colorimetric, uHTS; Carboxy-terminal domain RNA polymerase II polypeptide A small phosphatase 1 (Homo …; Recombinant Scp1, phosphopeptide, malachite green phosphate absorbance; inhibition, % at 20 µM; actives 0.88% (n = 340,000); AID 493091, 2011;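 active = inhibition above about 50% at 20 µM, limit read from the data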;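 also: plate controls were DMSO wells with enzyme for no effect and wells lacking enzyme for full effect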
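Test system: SCP-1 phosphatase catalytic domain, residues 76-261; measured by: colorimetric phosphate reagent with accelerator and stabiliser, absorbance at 630 nm; timing: enzyme reaction 45 min at room temperature, colour 5 min, stabilisation 30 min; also added: Phosphorylated 17-residue peptide substrate; compound dosing: one concentration, 20 µM, with 1.0% DMSO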
DNMT1 block: human DNMT1 methyltransferase inhibitors, primary screen, biochemical, molecular beacon, fluorescence, HinP1I cleavage, uHTS | AID 588458, 2011 | actives 0.83% (n = 360,000) | inhibition (reported as % activation of signal), % at 10 µM; in the data active = inhibition above about 50%
Rpn11 block: Rpn11 (PSMD14) deubiquitinase inhibitors, primary screen, biochemical, fluorescence polarization, uHTS; 26S proteasome non-ATPase regulatory subunit 14 (Homo sapiens), O00487; human 26S proteasome, Ub4-pepOG fluorescence polarization; 20S core pre-blocked with epoxomicin; calls only at 20 µM; actives 0.59% (n = 360,000);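 active = inhibition at 20 µM, scaled to each plate's controls, above about 33%, limit read from the data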
Target sequence (O00487 whole entry, looked up): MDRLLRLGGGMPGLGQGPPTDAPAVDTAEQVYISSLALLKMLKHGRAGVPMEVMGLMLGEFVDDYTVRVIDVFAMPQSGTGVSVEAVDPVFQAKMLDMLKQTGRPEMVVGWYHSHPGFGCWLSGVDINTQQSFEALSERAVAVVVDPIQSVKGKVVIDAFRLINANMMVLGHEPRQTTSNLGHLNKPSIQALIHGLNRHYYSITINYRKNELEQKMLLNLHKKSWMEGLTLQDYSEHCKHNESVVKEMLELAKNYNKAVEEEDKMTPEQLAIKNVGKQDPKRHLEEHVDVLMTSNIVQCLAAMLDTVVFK
NadD inh: inhibitors of S. aureus NadD, primary screen, biochemical, colorimetric, uHTS; Nicotinate-nucleotide adenylyltransferase NadD (Staphylococcus aureus N315); purified NadD enzyme, colorimetric absorbance read-out; inhibition, % at 20 µM; actives 0.78% (n = 360,000); AID 602399, 2012; in the data active = inhibition above about 26%; also: some compounds past the cut are filed as inactive
SUMO1 PPI mod: modulators of SUMO1 protein-protein interactions, primary screen, biochemical, uHTS. actives 0.33% (n = 360,000). inhibition, % at 20 µM. AID 602429, 2012. SUMO1 binding to a labelled peptide, TR-FRET, 1 h; in the data active = inhibition above about 37%
Target sequence (P63165 whole entry, looked up): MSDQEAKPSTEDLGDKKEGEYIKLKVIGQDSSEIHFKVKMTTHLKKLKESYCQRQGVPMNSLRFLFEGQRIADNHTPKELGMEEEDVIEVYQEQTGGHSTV
Rin1 Abl inh: inhibitors of Rin1-Abl protein binding, primary screen, biochemical, TR-FRET; Tyrosine-protein kinase ABL1 (Homo sapiens) + Ras and Rab interactor 1 (Homo sapiens), …; inhibition, % at 7.35 µM; actives 0.4% (n = 360,000); in the data active = inhibition above about 5%, passing the limit was not always enough
* hit, by the source's call; i = inactive; . = no result given; & = joins results of further samples. Compounds were not picked by outcome, and some 3.8% of all compounds hit somewhere here.

1: CCC1=C(OC(=O)N(CC)CC)N2C(=O)OC(=NCCc3c[nH]c4ccccc34)[C@]2(C)[C@H]2C1=CC[C@H]1C(=O)N(C)C(=O)[C@H]12
2: CC(C)c1ccc2c(c1)CC[C@H]1[C@](C)(CN)CCC[C@]21C
3: OC[C@@H]1CN(Cc2ccc(-c3ccccc3)cc2)C[C@H](n2cnc3c(NCc4ccco4)ncnc32)O1
4: CC(=O)N1[C@@H]2CC3C4CC=C5C[C@@H](O)CC[C@]5(C)C4CC[C@]3(C)[C@@]21C(C)=O (stereo partly drawn)
5: Cc1ccc(C(=O)CC2(O)C(=O)N(Cc3ccccc3Cl)c3ccccc32)o1 (stereo not drawn)
6: CCOC(=O)N1CCN(CC(=O)Nc2ccc(F)cc2F)CC1
7: CCN(CC)CCOC(=O)C1(c2ccc(OC)c(OC)c2)CCCC1
8: CCOC(=O)c1sc(=NC(=O)c2ccc(S(=O)(=O)N3CC(C)OC(C)C3)cc2)n(C)c1C (stereo not drawn)
9: CC1(C)CC(=O)C=C(c2cccc3c2Oc2ccccc2S3)C1
10: O=C(N/N=C/C(Br)=C/c1ccccc1)c1ccccc1[N+](=O)[O-]

| assay / entry | 1 | 2 | 3 | 4 | 5 | 6 | 7 | 8 | 9 | 10 |
| --- | --- | --- | --- | --- | --- | --- | --- | --- | --- | --- |
| STEP block | 0 | 10&3 | -2 | -1 | 6 | 0 | -3 | -4 | 0 | -2 |
| CSN inh | 2 | -4&-3 | -1 | -6 | 2 | -1 | 0 | 0 | 2 | 3 |
| Neddyl block | i | i | i | i | i | i | i | . | i | i |
| LMPTP inh | 1.8 | -0.4&1.0 | 3.8 | -0.5 | -3.0 | -1.4 | 0.2 | -0.1 | 4.9 | 1.4 |
| Scp-1 inhibitor | 0 | 5&-6 | . | 3 | -5 | -8 | -3 | 2 | -21 | -5 |
| DNMT1 block | -3 | 14&5 | -5 | 0 | -2 | 0 | 1 | 9 | -2 | -5 |
| Rpn11 block | i | i | i | i | i | i | i | i | i | i |
| NadD inh | 3 | 5&4 | 0 | 0 | 5 | 2 | -6 | -6 | 3 | -2 |
| SUMO1 PPI mod | 3 | -57&-18 | -6 | -2 | -3 | 1 | 2 | 3 | 9 | -17 |
| Rin1 Abl inh | 4 | 0&2 | 10* | -5 | 4 | 2 | 1 | 1 | -3 | -1 |

Record cards (already shown). Order of values: STEP block | CSN inh | Neddyl block | LMPTP inh | Scp-1 inhibitor | DNMT1 block | Rpn11 block | NadD inh | SUMO1 PPI mod | Rin1 Abl inh
`OC[C@@H]1CN(Cc2ccc(-c3ccccc3)cc2)C[C@H](n2cnc3c(NCc4ccco4)ncnc32)O1` across the screens: -2 | -1 | i | 3.8 | . | -5 | i | 0 | -6 | 10*
`CC1(C)CC(=O)C=C(c2cccc3c2Oc2ccccc2S3)C1` across the screens: 0 | 2 | i | 4.9 | -21 | -2 | i | 3 | 9 | -3
`CCN(CC)CCOC(=O)C1(c2ccc(OC)c(OC)c2)CCCC1` across the screens: -3 | 0 | i | 0.2 | -3 | 1 | i | -6 | 2 | 1

(further entries)
11: Brc1ccc(CN2C3=NCCCN3c3ccccc32)cc1
12: Cc1ccc(CNC(=O)c2nccnc2C(=O)O)cc1
13: O=Cc1ccc(C(=O)OCC(=O)NC(=O)Nc2ccccc2F)cc1
14: CCCCc1ccc(NC(=O)C(=O)NCCN2CCN(C(=O)c3ccc([N+](=O)[O-])cc3)CC2)cc1
15: Cc1ccc2cc(C#N)c(N3CCCN(C(=O)C4CCCO4)CC3)nc2c1C (stereo not drawn)
16: OCCNCc1cccc(OCc2ccc(Cl)cc2)c1
17: O=C(NN=Cc1ccc2c(c1)CCC2)c1ccccc1[N+](=O)[O-]
18: Cc1nc2cc(C(=O)OCC(=O)Nc3ccc(C#N)cc3)ccc2n1-c1ccccc1
19: CC(CCc1ccccc1)NC(=O)c1ccccc1C(=O)O (stereo not drawn)
20: CNC(=O)CC1C(=O)N(c2ccc(F)cc2)C(=S)N1NC(=O)c1ccc(Cl)cc1 (stereo not drawn)

| assay / entry | 11 | 12 | 13 | 14 | 15 | 16 | 17 | 18 | 19 | 20 |
| --- | --- | --- | --- | --- | --- | --- | --- | --- | --- | --- |
| STEP block | -3 | 2 | -1 | -2 | -2 | -3 | 0 | 0 | -2 | 0 |
| CSN inh | 4 | 1 | 4 | 1 | -2 | -1 | 3 | -5 | -2 | 0 |
| Neddyl block | i | i | i | i | i | i | i | i | i | i |
| LMPTP inh | -0.1 | -2.5 | 0.5 | -2.7 | 0.1 | 1.5 | 0.0 | 1.8 | -1.8 | -0.1 |
| Scp-1 inhibitor | -1 | -3 | -7 | -1 | -4 | 1 | . | -3 | -5 | -6 |
| DNMT1 block | -4 | 4 | -32 | 9 | -18 | -2 | 3 | -18 | 1 | 2 |
| Rpn11 block | i | i | i | i | i | i | i | i | i | i |
| NadD inh | 5 | -2 | 25 | 6 | 0 | -3 | -5 | 4 | 2 | 2 |
| SUMO1 PPI mod | -7 | -3 | 1 | -3 | -16 | 0 | -21 | -1 | 1 | 3 |
| Rin1 Abl inh | 1 | -1 | 0 | 1 | -18 | 3 | -1 | -3 | 0 | -2 |

21: Cc1ccc(NC2CC(=O)N(CCc3ccccc3)C2=O)cc1 (stereo not drawn)
22: CNC(=O)CN(Cc1ccccc1)S(=O)(=O)c1ccccc1
23: CC(C)NC(=O)C(=O)NCCC1CCCCN1S(=O)(=O)c1cccs1 (stereo not drawn)
24: C#CCNC(=O)C1=C[C@@H](c2ccc(C#C)cc2)C[C@@H](OCc2ccc(CO)cc2)O1
25: COc1ccc(/C=N\Nc2ccccc2[N+](=O)[O-])c(C(=O)O)c1OC
26: COC(=O)C1=C(C)NC(=O)NC1c1ccc(-c2ccccc2Cl)o1 (stereo not drawn)
27: COc1cc(/C=N/n2cnnc2)ccc1OCc1ccccc1
28: CC1CC2(CCCC2)N(C(=O)N(C)C)c2ccc(F)cc21 (stereo not drawn)
29: COc1ccc(C(=O)N2CCC(NC(=O)C(Cc3ccccc3OC)NC(C)=O)CC2)cc1 (stereo not drawn)
30: COc1cccc(C(c2c(N)[nH]c(=S)[nH]c2=O)c2c(N)[nH]c(=S)[nH]c2=O)c1

| assay / entry | 21 | 22 | 23 | 24 | 25 | 26 | 27 | 28 | 29 | 30 |
| --- | --- | --- | --- | --- | --- | --- | --- | --- | --- | --- |
| STEP block | 4 | -2 | -1 | -4 | 8 | -1 | 0 | -2 | -1 | -2 |
| CSN inh | 3 | -1 | -5 | 3 | -4 | 1 | 3 | -1 | 0 | 5 |
| Neddyl block | i | i | i | i | i | i | i | i | i | i |
| LMPTP inh | 2.1 | -0.8 | -1.1 | 2.7 | 7.2 | -0.5 | -0.3 | 0.3 | -1.5 | -1.1 |
| Scp-1 inhibitor | -2 | -6 | -2 | -11 | -14 | -7 | -18 | -7 | -2 | -4 |
| DNMT1 block | 20 | 2 | 0 | -12 | 1 | 2 | 1 | -2 | 0 | -4 |
| Rpn11 block | i | i | i | i | i | i | i | i | i | i |
| NadD inh | 1 | -7 | -4 | 8 | 3 | -7 | -4 | -4 | 3 | 0 |
| SUMO1 PPI mod | -2 | 2 | 0 | -2 | -39 | -3 | -7 | -2 | -4 | 12 |
| Rin1 Abl inh | -1 | -2 | -2 | 3 | -5 | -2 | -4 | 4 | 4 | 1 |

31: CCCCSc1nc2c(c(C(F)(F)F)c1C#N)CCC2
32: COc1ccc2sc(-c3ccc(SC)cc3)c(C#CC(C)(C)O)c2c1
33: Nn1c(SCc2cn3ccsc3n2)nnc1-c1ccncc1
34: CCOc1ccccc1NC(=S)/C(=C(\[O-])c1ccc2c(c1)OCCO2)[n+]1ccc(CC)cc1
35: COc1cc(C(F)(F)F)c(C(=O)N(C)c2ccc(Cl)cc2)cn1
36: CC(=O)Nc1cccc(C(=O)/C=C/c2ccco2)c1
37: O=C(CC(C(=O)O)c1cccc(Br)c1)c1ccc(Cl)cc1 (stereo not drawn)
38: O=C(COc1ccc(Cl)cc1)Nc1ccccc1Cl
39: CCc1ccccc1NC1=CC(=O)CC(C)(C)C1
40: COc1cc(-c2cnc3c(NC=O)cc(-c4ccc(S(C)(=O)=O)cc4)cn23)cc(OC)c1OC
41: O=C(Cc1cccs1)Nc1nnc(SCc2ccc(Br)cc2)s1

| assay / entry | 31 | 32 | 33 | 34 | 35 | 36 | 37 | 38 | 39 | 40 | 41 |
| --- | --- | --- | --- | --- | --- | --- | --- | --- | --- | --- | --- |
| STEP block | 2 | -2 | 0 | 9 | 3 | 0 | -2 | 0 | -1 | 5 | -1 |
| CSN inh | -3 | -4 | 8 | 2 | 0 | 8 | 2 | 4 | -15 | 1 | -3 |
| Neddyl block | i | i | i | i | i | i | i | i | i | i | i |
| LMPTP inh | 1.9 | 3.6 | -1.0 | 1.8 | -1.9 | 0.0 | -1.0 | 0.7 | -0.5 | 1.1 | -1.2 |
| Scp-1 inhibitor | -11 | 7 | -2 | 2 | -1 | -11 | -3 | -7 | -1 | . | 0 |
| DNMT1 block | 2 | -25 | 3 | -6 | 2 | 2 | 9 | -3 | 3 | -2 | 26 |
| Rpn11 block | i | i | i | i | i | i | i | i | i | i | i |
| NadD inh | 1 | -8 | -5 | 8 | -3 | 0 | -1 | -5 | 3 | 0 | 7 |
| SUMO1 PPI mod | 2 | -11 | 0 | -6 | -1 | -2 | 9 | 3 | -1 | -20 | -1 |
| Rin1 Abl inh | -3 | 2 | -3 | 1 | -1 | -2 | 1 | -1 | 7 | -10 | -1 |

Random excerpt: two records from the list.
9: CC1(C)CC(=O)C=C(c2cccc3c2Oc2ccccc2S3)C1
29: COc1ccc(C(=O)N2CCC(NC(=O)C(Cc3ccccc3OC)NC(C)=O)CC2)cc1 (stereo not drawn)

| assay / entry | 9 | 29 |
| --- | --- | --- |
| STEP block | 0 | -1 |
| CSN inh | 2 | 0 |
| Neddyl block | i | i |
| LMPTP inh | 4.9 | -1.5 |
| Scp-1 inhibitor | -21 | -2 |
| DNMT1 block | -2 | 0 |
| Rpn11 block | i | i |
| NadD inh | 3 | 3 |
| SUMO1 PPI mod | 9 | -4 |
| Rin1 Abl inh | -3 | 4 |

High-throughput results as filed in PubChem BioAssay.
